Source: PubChem BioAssay
bCat KO growth – beta-catenin-lacking colon tumor cell growth suppression. HCT116 beta-catenin knockout viability, CellTiter-Glo, 60 h; stronger effect = lower value. viability, % at 10 µM. 140,000 compounds, 1.5% hits;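 active = viability at or under a set limit, the compound median less 4 SD, cut at about 6% in these data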;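 also: 0% = Hyamine 1622 control at 20 µM and 100% = untreated cell control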
MRP-1 activ – activators of MRP-1; H69AR cells + doxorubicin, viability rescue, CellTiter-Glo; viability increase, % at 10 µM; 140,000 compounds, 0.61% hits; AID 799;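 active = viability gain under doxorubicin at or above a set limit, the compound median plus 3 SD, cut at about 4.7% in these data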;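 also: MRP-1 overexpressing cells given doxorubicin 25 µM after compound pretreatment; 18-22 h compound pretreatment then 72 h with doxorubicin before readout; 0% = doxorubicin-only wells and 100% = vehicle-treated cells without doxorubicin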
PTEN del growth – growth suppressors of cells with PTEN tumor suppressor deletion. HCT116 PTEN-null viability, CellTiter-Glo, 60 h; stronger effect = lower value. AID 827. viability, % at 10 µM. 140,000 compounds, 1.2% hits;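 active = viability at or below a set limit, 4 SD under the median of all tested compounds, cut at about 3.7% in these data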;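 also: PTEN knockout HCT116 line with beta catenin targeted HCT116 as companion control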
Yeast growth inh – reduces growth of yeast BB579 in restrictive medium; S. cerevisiae BB579 growth, OD615, 48 h; inhibition, % at 10 µM; 140,000 compounds, 0.51% hits; AID 804;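 active = inhibition above a set limit, 3 SD over the mean compound inhibition, cut at about 44% in these data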; also: inactives centre near -24
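System: DeaD yeast strain BB579; buffer or medium: CSMM-D dextrose restrictive medium; technique: OD at 615 nm; schedule: 4 h cell preincubation, 48 h compound exposure, 30 °C humidified; doses: single 10 µM dose; controls: amphotericin B 10 µg/mL, positive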
GALR2 antag – blocks the human galanin receptor 2 | O43603 | GALR2-expressing cells, antagonist mode | inhibition, % at 4 µM | 140,000 compounds, 0.39% hits | AID 828; in the data active = inhibition above about 27%;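 also: cells stimulated with galanin 1-16 at roughly its EC80; 0% = agonist challenge control and 100% = basal control without agonist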
Target sequence (O43603 whole entry, looked up): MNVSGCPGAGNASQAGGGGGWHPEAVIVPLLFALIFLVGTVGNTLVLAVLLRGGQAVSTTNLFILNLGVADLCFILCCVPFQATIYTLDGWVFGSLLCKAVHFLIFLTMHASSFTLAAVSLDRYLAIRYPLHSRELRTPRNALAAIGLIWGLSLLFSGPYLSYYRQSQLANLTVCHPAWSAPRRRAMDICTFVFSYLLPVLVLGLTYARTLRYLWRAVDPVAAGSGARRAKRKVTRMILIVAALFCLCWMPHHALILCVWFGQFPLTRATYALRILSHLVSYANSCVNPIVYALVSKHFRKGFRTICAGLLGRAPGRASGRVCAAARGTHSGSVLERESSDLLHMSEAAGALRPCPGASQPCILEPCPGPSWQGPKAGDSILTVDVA
Yeast lifespan up – yeast lifespan extension | inhibition of the nicotinamide effect, % at 10 µM | 130,000 compounds, 0.68% hits | S. cerevisiae growth with nicotinamide, OD615; deaD strain in restrictive glucose medium;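 active = inhibition above a set limit, placed 3 SD over the median of all compounds, cut at about 26% in these data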;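 also: 0% = nicotinamide-treated wells and 100% = cells grown without nicotinamide; some compounds called inactive have numbers as strong as hits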
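assay system = DeaD-strain S. cerevisiae | measured by = absorbance at 615 nm | probe or stimulus = nicotinamide 1.5 mM | buffer or medium = CSMM-D glucose medium, restrictive | times = 48 h at 30 °C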
E-sel TNF inh – blocks E-selectin expression induced by TNF alpha | HUVEC TNFa-induced E-selectin immunofluorescence, high content | inhibition, % at 2 µM | 120,000 compounds, 0.71% hits;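 active = inhibition above the batch mean plus 3 SD, and confirmed as a hit on visual image review, cut at about 43% in these data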;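 also: 0% = TNF-stimulated DMSO wells and 100% = unstimulated control wells; not every result past the cut was called active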
Phagocyt inh – macrophage phagocytosis inhibition; 110,000 compounds, 0.07% hits; J774A.1 macrophage IgG-bead phagocytosis, imaging; AID 1029; inhibition, % at 5 µM;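 active = inhibition above the mean of the plate negative controls plus 5 SD, cut at about 13% in these data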;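 also: phagocytic index as fraction of beads internalized from green versus red external bead signal; plate controls were DMSO negative control for no effect and cytochalasin-D positive control for full effect; some results beyond the cut were filed as inactive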
Measles CPE – protection of cells from measles virus | Measles virus-infected cells, CPE protection, absorbance | protection (pct of control), % at 4 µM | 140,000 compounds, 1.5% hits | AID 841; in the data active = protection mostly above about 24%, no sharp cut-off; inactive = mostly below about 26%; also: some compounds called inactive have numbers as strong as hits
NPY Y2 blocker – NPY-Y2 (human) receptor antagonism. P49146. NPY-Y2 expressing cells, antagonist mode. inhibition, % at 2.7 µM. 140,000 compounds, 0.99% hits. AID 793; in the data active = inhibition above about 17%;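 also: 0% = vehicle with agonist challenge and 100% = reference antagonist with challenge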
Target sequence (P49146 whole entry, looked up): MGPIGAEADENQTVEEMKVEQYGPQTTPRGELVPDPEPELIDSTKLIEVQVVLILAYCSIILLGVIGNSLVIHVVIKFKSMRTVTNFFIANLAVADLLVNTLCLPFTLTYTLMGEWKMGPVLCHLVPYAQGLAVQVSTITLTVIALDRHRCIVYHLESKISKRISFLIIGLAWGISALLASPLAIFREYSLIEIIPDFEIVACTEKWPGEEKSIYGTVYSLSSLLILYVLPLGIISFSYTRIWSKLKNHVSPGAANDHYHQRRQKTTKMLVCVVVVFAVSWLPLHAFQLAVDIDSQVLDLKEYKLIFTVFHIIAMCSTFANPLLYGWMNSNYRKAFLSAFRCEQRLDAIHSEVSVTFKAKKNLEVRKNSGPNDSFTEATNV
Numbers without * were called inactive; · = no result given.

SMILES	bCat KO growth	MRP-1 activ	PTEN del growth	Yeast growth inh	GALR2 antag	Yeast lifespan up	E-sel TNF inh	Phagocyt inh	Measles CPE	NPY Y2 blocker
Cc1nn(-c2ccccc2)c(C)c1/C=N/NC(=O)c1cc(-c2ccccc2)n[nH]1	22	-1.5	16	-20	19	-5	19	3	4	3
OCCNCc1ccc(-c2ccccc2)cc1	85	-0.1	85	-24	8	-1	·	-8	3	4
CC12C(=O)N(c3ccc(C(=O)N4CCOCC4)cc3)C(=O)C1C1c3ccccc3C2c2ccccc21 (centres undefined)	97	-2.4	96	-26	-3	0	·	·	34	3
CCC(=O)N1CCc2cc(S(=O)(=O)NC(C(=O)NC3CCCc4ccccc43)C(C)C)ccc21 (centres undefined)	96	-1.9	85	-18	0	2	17	0	9	1
O=C1C2C(c3ccccc3)(C(=O)N1c1ccc(Cl)cc1)C2(c1ccccc1)c1ccccc1 (centres undefined)	52	1.6	65	-26	0	11	3	-10	10	5
O=C(CC(c1ccccc1)c1ccccc1)Nc1ccc2c(c1)OCCO2	62	-0.3	62	-15	13	-7	-12	·	28	8
Cc1c(Cl)cccc1NC(=O)CCN1CCCCCC1	93	0.1	98	-37	8	-8	-28	-2	7	2
O=C(NCc1cccc(Cl)c1)c1cnccn1	95	-2.4	93	-20	3	-7	3	-1	5	0
CC(=O)N1N=C(c2cccc([N+](=O)[O-])c2)OC1c1ccccc1Cl (centres undefined)	75	-1.0	63	-1	-11	-11	-20	·	4	5
O=C(OCc1nnc(-c2ccccc2)o1)C1=COCCO1	94	0.2	90	-35	5	-14	5	3	11	0
O=C(N1CCOCC1)N1CCN(S(=O)(=O)c2ccccc2)C1	99	-0.1	102	-36	1	-12	·	0	9	0
Cc1ccc(S(=O)(=O)NCc2ccc(C(=O)N(C)CCC#N)cc2)cc1	86	-2.2	90	-35	-18	-15	-2	2	6	1
COc1ccccc1-n1c(C)nnc1SCC(=O)Nc1cccc(C(C)=O)c1	95	-1.1	90	-38	4	-9	-11	0	15	-2
Cc1ccc2nc(NC(=O)C3CCN(S(=O)(=O)c4ccc5c(c4)oc(=O)n5C)CC3)sc2c1	68	0.1	75	-78	5	-6	·	0	8	-1
CCOC(=O)N1CCN(Cc2nc3c(c(=O)[nH]c(=O)n3C)n2Cc2cc(C)ccc2C)CC1	87	-2.4	85	-10	-6	-16	23	-1	2	-1
Nc1nc(Cl)cc(Sc2ccc3ccccc3c2)n1	37	-2.8	33	12	-7	-13	-16	·	5	4
O=C1CC(c2ccccc2)CN1Cc1ccccc1 (centres undefined)	81	-1.3	75	-30	-9	10	-6	-1	29	4
COc1ccc(CC(=O)Nc2cc(Cl)ccc2O)cc1	97	-1.8	103	7	-1	-17	-7	0	1	3
CC(=O)Nc1ccc(-c2csc(NCc3ccco3)n2)cc1	84	-1.5	93	-14	9	·	14	·	11	3
Cc1ccc(-n2c3nc(=O)[nH]c(=O)c-3cc3c(C)nn(-c4ccccc4)c32)c(C)c1	93	-0.5	93	-20	-16	1	·	-5	13	-1
Cc1cc(C)cc(NC(=S)NC(=O)CCN2C(=O)c3ccccc3C2=O)c1	89	-3.0	98	-22	-6	-10	-11	·	7	5
Cc1cccc(-n2c(N)cc(=O)nc2SCC(=O)Nc2nnc(C)s2)c1	92	5.7*	101	-48	4	-6	-6	0	5	3
CN(C)c1cc[n+](Cc2c(Cl)cccc2Cl)cc1	12	-2.4	18	-1	4	·	12	·	5	-1
COc1cccc(CNC(=O)C2CCCN(S(=O)(=O)c3c(C)[nH]c(=O)[nH]c3=O)C2)c1 (centres undefined)	101	0.7	106	-19	-12	-8	·	0	7	0
CCN1CCC2(CC1)N=C(c1ccc(F)cc1)C(=S)N2C(=O)c1ccc(C)cc1	85	-0.7	93	-24	-6	16	-2	0	2	2

For convenience, 14 of the compounds above:
SMILES	bCat KO growth	MRP-1 activ	PTEN del growth	Yeast growth inh	GALR2 antag	Yeast lifespan up	E-sel TNF inh	Phagocyt inh	Measles CPE	NPY Y2 blocker
Cc1ccc(S(=O)(=O)NCc2ccc(C(=O)N(C)CCC#N)cc2)cc1	86	-2.2	90	-35	-18	-15	-2	2	6	1
COc1ccccc1-n1c(C)nnc1SCC(=O)Nc1cccc(C(C)=O)c1	95	-1.1	90	-38	4	-9	-11	0	15	-2
Cc1ccc2nc(NC(=O)C3CCN(S(=O)(=O)c4ccc5c(c4)oc(=O)n5C)CC3)sc2c1	68	0.1	75	-78	5	-6	·	0	8	-1
CCOC(=O)N1CCN(Cc2nc3c(c(=O)[nH]c(=O)n3C)n2Cc2cc(C)ccc2C)CC1	87	-2.4	85	-10	-6	-16	23	-1	2	-1
Nc1nc(Cl)cc(Sc2ccc3ccccc3c2)n1	37	-2.8	33	12	-7	-13	-16	·	5	4
O=C1CC(c2ccccc2)CN1Cc1ccccc1 (centres undefined)	81	-1.3	75	-30	-9	10	-6	-1	29	4
COc1ccc(CC(=O)Nc2cc(Cl)ccc2O)cc1	97	-1.8	103	7	-1	-17	-7	0	1	3
CC(=O)Nc1ccc(-c2csc(NCc3ccco3)n2)cc1	84	-1.5	93	-14	9	·	14	·	11	3
Cc1ccc(-n2c3nc(=O)[nH]c(=O)c-3cc3c(C)nn(-c4ccccc4)c32)c(C)c1	93	-0.5	93	-20	-16	1	·	-5	13	-1
Cc1cc(C)cc(NC(=S)NC(=O)CCN2C(=O)c3ccccc3C2=O)c1	89	-3.0	98	-22	-6	-10	-11	·	7	5
Cc1cccc(-n2c(N)cc(=O)nc2SCC(=O)Nc2nnc(C)s2)c1	92	5.7*	101	-48	4	-6	-6	0	5	3
CN(C)c1cc[n+](Cc2c(Cl)cccc2Cl)cc1	12	-2.4	18	-1	4	·	12	·	5	-1
COc1cccc(CNC(=O)C2CCCN(S(=O)(=O)c3c(C)[nH]c(=O)[nH]c3=O)C2)c1 (centres undefined)	101	0.7	106	-19	-12	-8	·	0	7	0
CCN1CCC2(CC1)N=C(c1ccc(F)cc1)C(=S)N2C(=O)c1ccc(C)cc1	85	-0.7	93	-24	-6	16	-2	0	2	2

Further results follow.
SMILES	bCat KO growth	MRP-1 activ	PTEN del growth	Yeast growth inh	GALR2 antag	Yeast lifespan up	E-sel TNF inh	Phagocyt inh	Measles CPE	NPY Y2 blocker
CCCCN1C(=O)CC(C(=O)O)C1c1ccc(OC)cc1 (centres undefined)	102	1.0	99	-16	1	-12	-1	0	17	0
Cc1cccc(NC(=O)CSc2nc(-c3ccccc3)c(C#N)c(=O)[nH]2)c1C	94	9.1*	98	-28	-5	-20	-46	·	3	4
O=C(Cc1c(O)c2ccccc2[nH]c1=O)NCc1ccccc1F	99	-1.5	108	-15	-4	-16	-18	2	14	-2
Cc1cc(NC(=O)c2c(Cl)c(C)nn2C)no1	113	0.8	99	4	-10	-16	10	8	12	2
O=c1oc2ccccc2cc1-c1nnc(NCc2ccco2)s1	58	-2.9	35	-14	3	-11	-13	0	0	4
CCOC(=O)C1=C(OCc2ccc(Cl)cc2)C2C=C(C)C=CC2N=C1 (centres undefined)	106	1.6	103	-29	-11	-11	-8	-1	21	7
CCCCCC(=O)N/N=C(\C)c1ccccn1	4.3*	0.5	5	-22	6	-18	36	0	5	1
COc1ccc(S(=O)(=O)Nc2ccc(S(=O)(=O)N3CCOCC3)cc2)cc1C	86	-3.3	81	-38	-12	-26	-13	-1	4	2
COC(=O)CC1SC(=O)NC1=Nc1ccc(O)cc1 (centres undefined)	93	-1.9	87	-39	13	-5	-27	·	7	1
COc1ccc(C(=O)N=c2nc3ccccn3s2)cc1	26	-4.0	25	-29	24	-12	3	-1	11	8
COC(=O)c1nc2cc3c(cc2c(C)c1C(=O)OC)OCO3	81	0.3	86	-74	-11	-8	·	0	25	0
Cn1c(N)c(C(=O)COC(=O)c2ccc3c(c2)OCCO3)c(=O)n(C)c1=O	84	-0.5	100	-44	2	-8	-45	0	9	9
Cc1ccc(S(=O)(=O)N2CCN(c3c([N+](=O)[O-])cc(C(F)(F)F)cc3[N+](=O)[O-])CC2)cc1	82	-1.5	76	-38	10	0	·	·	8	-4
Cc1ccccc1/C=N\NC(=O)c1ccc(Cn2cccn2)o1	95	-0.6	99	-28	4	0	-10	2	3	0
N=C1C(c2nc3ccccc3[nH]2)=C(O)CN1c1ccccc1	78	-1.6	70	-57	11	-11	-4	0	5	0
COc1ccc(Nc2nc(NC(C)(C)C)nc(N3CCCC3)n2)c(OC)c1	69	-2.1	76	-67	-3	-15	8	-1	27	3
CC(C)N=C(NS(=O)(=O)c1ccccc1)C(Cl)(Cl)Cl	3.5*	-5.8	2.0*	-28	19	40*	·	-4	22	1
O=c1c2cc3c(=O)n(CC4CCCO4)c(=O)c3cc2c(=O)n1CC1CCCO1 (centres undefined)	98	1.2	96	-23	-3	4	2	1	1	-1
O=C(CSCc1ccc(F)cc1)N1CCOCC1	100	-0.8	102	-40	4	17	0	1	4	2
CC(=O)Nc1ccc(Oc2nc(C)cc(C)n2)cc1	96	-0.1	96	-23	12	4	0	2	23	1
O=S(=O)(N/N=C\c1cccnc1)c1ccccc1	92	3.3	90	-20	7	2	·	-8	·	2
O=C(CSc1nc2ccccc2c(=O)[nH]1)Nc1ccc(S(=O)(=O)N2CCCC2)cc1	83	-1.1	97	-49	4	-8	36	0	7	2
O=C(N/N=C/c1ccc(Br)cc1)c1cc[n+](Cc2ccccc2)cc1	106	0.5	91	-8	-10	-1	41	-6	25	1
Cc1nnc2ccc(N3CCC4(CC3)OCCO4)nn12	85	-0.5	99	-40	-5	-2	27	1	8	3
CC(=O)c1cccc(N(C(=O)Cn2nnc3ccccc32)C(C(=O)NC2CCCCC2)c2cn(C)nc2C)c1 (centres undefined)	90	0.5	108	-84	2	12	·	1	5	0
C/C(=C(\C#N)C(=O)NCc1ccccc1)N(C)C	85	-0.6	91	-29	-15	-5	0	6	1	6
N#CC1(c2ccccc2)CCCN1C(=O)c1ccco1 (centres undefined)	105	-0.9	108	-74	-1	-3	-10	-1	4	1
CCn1c(=O)cc(N2CCC3(CC2)OCCO3)[nH]c1=O	91	-1.3	87	0	6	-11	4	-1	9	0
COc1ccc(C2C3=C(CC(C)(C)CC3=O)Oc3ncn(CCCn4ccnc4)c(=N)c32)cc1 (centres undefined)	97	0.5	103	-64	3	1	0	0	22	-1
